Source: PubChem (several laboratories)
Diaph act CS = compounds boosting diaphorase resazurin reduction – biochemical, uHTS, resorufin fluorescence, counter-screen for diaphorase-coupled primary assays, primary screen; actives 0.005% (n = 190,000); activation factor at 20 µM; Diaphorase/resazurin coupled assay, 16 min; hits give high values; 1 = vehicle wells, 0 = NADH-free wells;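 active = diaphorase activity raised at least twofold by the compound at 20 µM; inactive = activation factor below 2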
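Assay system: Purified diaphorase enzyme from Clostridium kluyveri | Amount: Enzyme 0.07 U/mL final | Dosing: Compound 20 µM once, DMSO 1% | Timing: 16 min reaction at room temperature | Detection: Fluorescence, excitation 544 nm and emission 590 nm | Evaluation: Higher resorufin formation from activation or reduction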
PMI activator = activators of human PMI, primary screen, biochemical, fluorescence intensity, near-Km mannose 6-phosphate; Mannose-6-phosphate isomerase (Homo sapiens), P34949; activation factor at 20 µM; actives 0.005% (n = 190,000); purified human PMI, coupled resazurin fluorescence, 20 min; hits give high values; 1 = vehicle control, 0 substrate-free wells; AID 1214, 2008;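 active = activation factor of 2 or more at 20 µM, relative to plate controls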
Target sequence (P34949 whole entry, looked up): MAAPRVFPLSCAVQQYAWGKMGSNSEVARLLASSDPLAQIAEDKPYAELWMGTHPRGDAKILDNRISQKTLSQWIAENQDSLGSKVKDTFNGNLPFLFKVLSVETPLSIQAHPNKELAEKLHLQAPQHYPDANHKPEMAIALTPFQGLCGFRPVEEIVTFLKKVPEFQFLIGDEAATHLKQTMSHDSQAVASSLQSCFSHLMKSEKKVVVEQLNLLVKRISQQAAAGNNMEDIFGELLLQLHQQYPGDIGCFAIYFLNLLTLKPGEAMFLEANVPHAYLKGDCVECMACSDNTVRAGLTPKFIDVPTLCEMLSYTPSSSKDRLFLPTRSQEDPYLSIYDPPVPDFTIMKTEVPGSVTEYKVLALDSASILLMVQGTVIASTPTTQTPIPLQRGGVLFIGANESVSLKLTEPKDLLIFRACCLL
Diaphorase inh = diaphorase inhibitors and chemical oxidizers, primary screen, counter-screen for diaphorase-coupled primary assays, biochemical, uHTS, resorufin fluorescence; diaphorase resazurin-to-resorufin fluorescence, NADH, 16 min; bacterial (C. kluyveri) enzyme, not human; inhibition, % at 20 µM; actives 0.69% (n = 190,000);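 active = primary screen inhibition at 20 µM above a set limit, cut at about 50% in these data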;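 also: plate controls were DMSO with full reaction for no effect and wells lacking NADH for full effect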
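System: Bacterial diaphorase enzyme (C. kluyveri) | Incubation: 16-min room-temperature incubation before reading | Benchmarks: No-NADH positive control and DMSO neutral control | Measured by: Resorufin fluorescence 544/590 nm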
PMI act hi M6P = human PMI activators, high substrate, primary screen, biochemical, fluorescence intensity, near-saturating mannose 6-phosphate | Mannose-6-phosphate isomerase (Homo sapiens), P34949 | coupled PMI enzyme assay, resazurin fluorescence, 20 min; hits give high values; 1 = untreated enzyme, 0 = substrate-free blank | activation factor at 20 µM | actives 0.34% (n = 190,000) | AID 1216, 2008;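 active = activation factor of 2 or more at 20 µM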
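Material: human phosphomannose isomerase with PGI, G6PDH, diaphorase coupling enzymes; amount: PMI at 15 ng/mL final; also added: Mannose-6-phosphate 1.0 mM (near-saturating) plus 0.22 mM NADP+; incubation: enzyme reaction with compound 20 min at room temperature; signal: resorufin fluorescence (Ex 544/Em 590 nm) from resazurin via diaphorase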
TNAP act hiacc = TNAP activators at high phosphate acceptor level, primary screen, biochemical, luminescence, uHTS | activation factor at 20 µM | purified TNAP, CDP-star luminescence, 1 M DEA, 30 min; hits give high values; 0 = EDTA background, 1 = DMSO-only activity | Alkaline phosphatase, tissue-nonspecific isozyme (Homo sapiens), P05186 | AID 1136, 2008 | 200,000 tested, under 10 active;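 active = activation factor at least 2 at 20 µM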
Target sequence (P05186 whole entry, looked up): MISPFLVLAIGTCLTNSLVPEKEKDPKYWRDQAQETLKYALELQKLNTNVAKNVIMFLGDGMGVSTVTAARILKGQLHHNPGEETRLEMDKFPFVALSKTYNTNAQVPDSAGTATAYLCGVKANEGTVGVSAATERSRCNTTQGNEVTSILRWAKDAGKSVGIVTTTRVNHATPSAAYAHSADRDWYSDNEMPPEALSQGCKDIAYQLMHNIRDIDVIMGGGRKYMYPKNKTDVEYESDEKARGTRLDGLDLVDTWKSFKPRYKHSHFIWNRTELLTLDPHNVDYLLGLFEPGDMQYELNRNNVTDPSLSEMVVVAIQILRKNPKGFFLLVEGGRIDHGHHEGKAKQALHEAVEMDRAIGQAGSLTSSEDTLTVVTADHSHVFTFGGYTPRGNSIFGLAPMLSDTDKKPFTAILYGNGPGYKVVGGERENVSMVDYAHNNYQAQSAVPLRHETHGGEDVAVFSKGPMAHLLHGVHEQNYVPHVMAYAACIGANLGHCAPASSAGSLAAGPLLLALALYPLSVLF
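Assay system: human TNAP; Input: enzyme diluted 1/800 final; Reagent: CDP-star luminogenic substrate at 100 µM final; Timing: 30 min, room temperature; Signal: luminescence; Evaluation: TNAP activation factor scaled between EDTA and DMSO control wells.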
bIAP inhibitor = bovine intestinal alkaline phosphatase inhibitors, primary screen, selectivity assay for TNAP inhibitor project, biochemical, bovine IAP, CDP-star luminescence; purified bovine IAP, 30 min; inhibition, % at 20 µM; AID 1019, 2008; alkaline phosphatase, intestinal [Bos taurus]; 190,000 tested, under 10 active;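 active = over 50% inhibition of intestinal alkaline phosphatase at 20 µM in the single-dose screen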
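Assay system – bovine IAP enzyme · Quantity – bovine IAP at 1/65,000,000 final dilution · Detection – CDP-star luminescence signal · Times – 30 min reaction at room temperature · Also added – CDP-star substrate at 30 µM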
TNAP inh hi DEA = human TNAP enzyme inhibitors, primary screen, biochemical, luminescent, high phosphate acceptor level, uHTS | actives 0.03% (n = 200,000) | AID 1135, 2008 | inhibition, % at 20 µM | purified TNAP, CDP-star luminescence, 1 M DEA;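 active = over 50% inhibition of tissue-nonspecific alkaline phosphatase at 20 µM in the single-dose screen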;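 also: plate controls were DMSO wells for no effect and EDTA-quenched wells as full inhibition for full effect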
bIAP act = bovine intestinal alkaline phosphatase activators, primary screen, biochemical, bovine IAP, CDP-star luminescence; actives 0.17% (n = 200,000); alkaline phosphatase, intestinal [Bos taurus]; AID 1016, 2008; purified bovine IAP, 30 min; hits give high values; fold of DMSO-control signal, blank-subtracted; activation factor at 20 µM;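 active = activation factor of 2 or more at 20 µM, a signal rise over negative controls twice the positive control's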
Lmaj promast = Leishmania major promastigote growth inhibition, primary screen; Leishmania major promastigotes, resazurin fluorescence viability; inhibition, % at 10 µM; actives 9% (n = 200,000); in the data active = inhibition above about 50%;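 also: promastigotes grown with compound for 44 hours at 28 °C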
TNAP inh no acc = human TNAP enzyme inhibitors, primary screen, biochemical, luminescent, no phosphate acceptor, uHTS; inhibition, % at 20 µM; purified TNAP, CDP-star luminescence, 30 min; AID 1012, 2008; Alkaline phosphatase, tissue-nonspecific isozyme (Homo sapiens), P05186; actives 0.26% (n = 200,000);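 active = tissue-nonspecific alkaline phosphatase inhibition above about 50% at 20 µM in the single-dose screen, limit read from the data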;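 also: 0% = DMSO negative control and 100% = EDTA positive control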
An asterisk follows results filed as active; . = no result given. An unsorted share of the library, and some 10% of all compounds hit somewhere here.

SMILES | Diaph act CS | PMI activator | Diaphorase inh | PMI act hi M6P | TNAP act hiacc | bIAP inhibitor | TNAP inh hi DEA | bIAP act | Lmaj promast | TNAP inh no acc
CC(NC(=O)c1ccccc1)C(=O)N/N=C/c1ccc(O)cc1 (stereo unspecified) | 0.9 | 0.9 | 13 | 0.9 | 1 | -6 | -3 | 1.1 | -10 | 3
Cc1cccc(CN2CCN(C3CCCC3)C(CCO)C2)n1 (stereo unspecified) | 1.1 | 1 | -14 | 1 | 1.1 | -17 | -6 | 1.2 | -2 | -6
CN1CCN(CCC(=O)Nc2ccc(Br)cc2)CC1 | 0.9 | 0.9 | 5 | 1 | 1.1 | -3 | -8 | 1 | -3 | -11
Cc1sc2ncn(CC(=O)NCCCC(=O)N3CCN(c4ccccc4)CC3)c(=O)c2c1C | 0.9 | 0.9 | 14 | 1 | 1.1 | -10 | -5 | 1.1 | 2 | -10
Cc1ccc(-c2nc(CSCC(=O)NCc3cccnc3)c(C)o2)cc1 | 0.9 | 1.1 | 7 | 1 | 1 | -5 | -4 | 1 | 5 | 0
CCN(CC)S(=O)(=O)c1ccc(C(=O)Nc2nnc(COC)o2)cc1 | 0.9 | 1.2 | 6 | 1.1 | 1 | -6 | -2 | 1.1 | -7 | -1
Cc1nn(Cc2c(Cl)cccc2Cl)c(Cl)c1/C=C/C(=O)OCC(=O)NCC(F)(F)F | 1 | 0.9 | 3 | 1 | 1 | 11 | -2 | 0.9 | -6 | -12
CCc1ccc(NC(=O)c2noc3c2CCC3)cc1 | 0.9 | 1 | 11 | 1 | 1 | 14 | -1 | 0.9 | 1 | -21
CC(=O)OC(C(=O)NCS(=O)(=O)c1ccc(C)cc1)c1cccnc1 (stereo unspecified) | 0.9 | 1 | 14 | 1 | 1.1 | -2 | -8 | 1 | 14 | -12
ClC1(Cl)CC1CSc1nc2ccccc2[nH]1 (stereo unspecified) | 0.8 | 1 | 16 | 0.9 | 1.1 | 6 | -7 | 0.9 | 7 | -44
CCOC(=O)c1ccccc1NC(=O)CSc1nnc(COc2ccccc2C)n1C | 0.8 | 0.9 | 17 | 0.9 | 1 | -1 | -1 | 1 | 9 | -5
COc1ccc(S(=O)(=O)N2CCC(C(=O)NCc3ccccn3)CC2)cc1C | 0.9 | 0.9 | 11 | 1 | 1 | 3 | -2 | 1 | -3 | -13
Fc1ccc(NC(=S)Nc2cccnc2)cc1 | 0.8 | 0.8 | 18 | 0.7 | 1 | -1 | -3 | 1 | 9 | 0
COC(=O)[C@H](C)NC(=O)Nc1cc(OC)ccc1OC | 0.8 | 0.8 | 17 | 0.8 | 1 | 3 | -1 | 1 | -5 | -12
COc1ccc2c3c(cccc13)OCC2=O | 0.9 | 1 | 12 | 0.7 | 1 | 14 | -1 | 0.9 | -3 | -10
COc1cc(/C=N/N2CCOCC2)ccc1OCc1ccccc1 | 1 | 1.1 | 2 | 1.1 | 1 | 5 | -2 | 0.9 | -8 | -13
CC(=O)Nc1ccc(NC(=O)c2cc(C)nn2-c2ccccc2)cc1 | 0.8 | 0.9 | 16 | 0.9 | 1 | 9 | -3 | 0.9 | 1 | -18
O=C1CN(CC(=O)Nc2ccc(SC(F)F)cc2)CCN1 | 0.9 | 1 | 11 | 1 | 1 | 2 | 0 | 1 | -2 | -6
Cc1cc(NCCN(C)C)n2nc(-c3cccs3)cc2n1 | 1.1 | 0.8 | -8 | 0.9 | 1 | 8 | 0 | 0.9 | -4 | -9
O=C(N/N=C/C=C/c1ccco1)c1cccs1 | 0.7 | 1.1 | 29 | 0.7 | 1 | -26 | -1 | 1.3 | -2 | -51
Cc1cc2c(C)ccc(C)c2nc1SCC(=O)c1cccs1 | 0.9 | 0.9 | 14 | 0.9 | 1 | . | -2 | 0.4 | -6 | -18
COc1ccc(Nc2ccc(Nc3ccc(OC)cc3)nn2)cc1 | 1 | 0.9 | 1 | 1 | 1 | 26 | 0 | 0.7 | -4 | -9
CCCCCc1ccc(-c2ccc(=O)[nH]n2)cc1 | 0.8 | 1 | 16 | 1.1 | 1.1 | 22 | -9 | 0.8 | -10 | -2
COCCCNc1nc2c([nH]1)c(=O)[nH]c(=O)n2C | 0.9 | 1 | 12 | 1 | 1 | 8 | -5 | 0.9 | -1 | -11
Cc1cccc(-c2noc(CCC(=O)NCc3ccccc3)n2)c1 | 0.8 | 1 | 18 | 1 | 1.1 | -1 | -5 | 1 | -2 | -14
CS(=O)(=O)N1CCN(c2ccc([N+](=O)[O-])c(NCc3ccc(Cl)cc3)c2)CC1 | 0.9 | 0.9 | 13 | 1 | 0.9 | 2 | 10 | 1 | 23 | 8
CNS(=O)(=O)c1cccc(C(=O)OCC(=O)Nc2ccccc2F)c1 | 1 | 1.1 | 4 | 1.1 | 1.1 | -19 | -6 | 1.2 | 0 | -9
CCOC(=O)C1(CCc2ccccc2)CCN(Cc2ccn[nH]2)CC1 | 1.1 | 1 | -6 | 1 | 1 | -9 | -3 | 1.1 | 12 | -4
Cc1ccc2nc(-c3cccnc3)cc(C(=O)Nc3ccc(F)cc3C)c2c1 | 1 | 1.1 | -4 | 1.1 | 1 | -8 | -2 | 1.1 | 15 | 4
C/C(C/C(C)=C1/SC(=S)NC1=O)=C1\SC(=S)NC1=O | 0.7 | 1.2 | 30 | 1.1 | 1 | 6 | -1 | 0.9 | -11 | -143
O=C(COC(=O)CCNS(=O)(=O)c1ccc(Cl)cc1)NCc1ccco1 | 0.9 | 0.9 | 13 | 0.9 | 1 | 7 | 0 | 0.9 | -2 | -13
Cc1ccc(NC(=O)COS(=O)c2ccc(C)cc2)cc1 (stereo unspecified) | 0.9 | 1 | 9 | 1 | 1 | 12 | -2 | 0.9 | -4 | -11
Cc1ccc(C)c(N2CCN(C(=O)C3CCN(S(=O)(=O)c4cccc5nsnc45)CC3)CC2)c1 | 0.8 | 1 | 23 | 1 | 1 | -3 | 2 | 1 | 32 | 1
CCn1c(SCC(=O)NCc2cccs2)nnc1-c1ccncc1 | 1 | 1 | 0 | 1 | 1.1 | 1 | -6 | 1 | -2 | -8
Cc1cccc(S(=O)(=O)C(C#N)c2nc3ccccc3nc2N2CCOCC2)c1 (stereo unspecified) | 1 | 1.4 | 0 | 1.5 | 1 | -6 | -4 | 1.1 | -5 | 1
OCCOc1cccc(CN2CCC(CO)(CCOc3ccccc3)CC2)c1 | 0.7 | 0.9 | 29 | 0.9 | 1 | -10 | -1 | 1.1 | -5 | -1
O=C(NC1CCCCC1)C(c1ccc(Cl)cc1)N(C(=O)c1ccccn1)c1cccnc1 (stereo unspecified) | . | . | . | . | 1 | -12 | -2 | 1.1 | -1 | -4
CCCS(=O)(=O)NCc1cn2c(C)csc2n1 | 0.9 | 1 | 8 | 1 | 1 | 1 | -2 | 1 | -6 | -3
Cc1cnc(C(=O)OCC(=O)NC(C)CCc2ccccc2)cn1 (stereo unspecified) | 0.8 | 0.9 | 15 | 0.9 | 1 | 11 | -3 | 0.9 | -7 | -11
O=C(CN1CCN(c2cccc(Cl)c2)CC1)Nc1nccs1 | 1.1 | 1.1 | -5 | 1 | 1.1 | -21 | -5 | 1.2 | -5 | -26

Brought forward from above: 4 entries, then new ones.
SMILES | Diaph act CS | PMI activator | Diaphorase inh | PMI act hi M6P | TNAP act hiacc | bIAP inhibitor | TNAP inh hi DEA | bIAP act | Lmaj promast | TNAP inh no acc
O=C(NC1CCCCC1)C(c1ccc(Cl)cc1)N(C(=O)c1ccccn1)c1cccnc1 (stereo unspecified) | . | . | . | . | 1 | -12 | -2 | 1.1 | -1 | -4
CCCS(=O)(=O)NCc1cn2c(C)csc2n1 | 0.9 | 1 | 8 | 1 | 1 | 1 | -2 | 1 | -6 | -3
Cc1cnc(C(=O)OCC(=O)NC(C)CCc2ccccc2)cn1 (stereo unspecified) | 0.8 | 0.9 | 15 | 0.9 | 1 | 11 | -3 | 0.9 | -7 | -11
O=C(CN1CCN(c2cccc(Cl)c2)CC1)Nc1nccs1 | 1.1 | 1.1 | -5 | 1 | 1.1 | -21 | -5 | 1.2 | -5 | -26
CN(c1ccccc1)S(=O)(=O)c1ccc(C(=O)Nc2nnc(-c3ccc(F)cc3)o2)cc1 | 0.8 | 1 | 19 | 1.1 | 1 | 7 | -3 | 0.9 | 4 | -18
Nc1ccc(C23CC4CC(CC(O)(C4)C2)C3)cc1 | 0.9 | 0.9 | 12 | 0.9 | 1.1 | -1 | -5 | 1 | -1 | -8
Cc1c(C(=O)NC(C)CN2CCCCC2)oc2ccccc12 (stereo unspecified) | 1 | 0.9 | 4 | 0.9 | 1 | 5 | 0 | 1 | 12 | -10
O=C1CCCc2oc3ccc(NS(=O)(=O)c4cccc5cccnc45)cc3c21 | 1 | 1 | 0 | 1.1 | 1 | -6 | -2 | 1.1 | 17 | -11
CC(NC(=O)c1ccco1)C(=O)OC(C)C(=O)NCc1ccccc1 (stereo unspecified) | 0.9 | 1 | 10 | 1 | 1 | 7 | -5 | 0.9 | 0 | -12
CC(C)N(C(=O)CSc1nnc(-c2ccc3c(c2)OCO3)n1C)C(C)C | 0.9 | 1.1 | 8 | 1.1 | 1 | 3 | -4 | 1 | 5 | -12
O=C(O)c1ccc(COc2ccccc2/C=C2\NC(=O)N(Cc3ccccc3F)C2=O)cc1 | 1.1 | 1.1 | -7 | 1 | 1 | -36 | -4 | 1.4 | -3 | -11
CCC(=O)Nc1ccccc1Sc1ncnc2scc(-c3ccccc3)c12 | 0.8 | 0.9 | 17 | 0.9 | 1 | -11 | -2 | 1.1 | 2 | 1
CCOC(=O)C1=NOC2COC3(CCN(c4ncccn4)CC3)OCC12 (stereo unspecified) | 0.8 | 1 | 16 | 0.9 | 1 | -5 | -2 | 1.1 | -7 | -6
